FLuc inh – blocks purified firefly luciferase enzyme activity; P08659; Potency, µM (doses to about 115 µM), without a hit: at the top dose activity change, negative = inhibition, most hits filed as inhibitors; purified P. pyralis luciferase, luminescence, biochemical; AID 1347043; hit rate 2.5% among 76,000; also: potency is read from the fitted curve at half-maximal effect; nearly all actives have a fitted effect of over 65% in size
Target sequence (P08659 whole entry, looked up): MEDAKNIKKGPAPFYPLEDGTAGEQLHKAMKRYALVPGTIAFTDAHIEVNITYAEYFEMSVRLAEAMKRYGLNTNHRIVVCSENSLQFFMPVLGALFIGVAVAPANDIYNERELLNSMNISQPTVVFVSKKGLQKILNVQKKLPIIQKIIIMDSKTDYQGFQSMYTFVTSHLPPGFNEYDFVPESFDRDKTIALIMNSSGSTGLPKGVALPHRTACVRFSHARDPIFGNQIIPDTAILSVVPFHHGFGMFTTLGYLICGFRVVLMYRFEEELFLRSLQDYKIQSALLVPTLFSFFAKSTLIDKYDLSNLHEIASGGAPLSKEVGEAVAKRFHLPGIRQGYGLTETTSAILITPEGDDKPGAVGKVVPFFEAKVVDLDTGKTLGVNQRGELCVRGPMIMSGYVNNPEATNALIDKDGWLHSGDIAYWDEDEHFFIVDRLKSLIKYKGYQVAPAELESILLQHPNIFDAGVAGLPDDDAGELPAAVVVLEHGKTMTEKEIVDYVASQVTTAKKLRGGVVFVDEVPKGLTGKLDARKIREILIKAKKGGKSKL
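Purified P. pyralis luciferase (10nM final) in 50mM Tris acetate pH 7.5, 10mM Mg acetate, 0.01% Tween-20, 0.05% BSA with 10uM D-luciferin and 10uM ATP. Compounds titrated qHTS. Luminescence imaged on CCD.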
NIH3T3 tox – kills NIH 3T3 cells | NIH 3T3 viability, CellTiter-Glo ATP luminescence, 48-72 h | Potency, µM (series often up to 96.7 µM), inactives show at the highest dose activity change, negative = cytotoxicity, usual class: inhibitors | hit rate 4.3% among 94,000 | AID 1345082; also: potency is read from the fitted curve at half-maximal effect; nearly all actives have a fitted effect of over 55% in size
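NIH 3T3 cells at 400 cells/well received 23 nL of compound by pintool and were incubated 48 or 72 h at 37 °C. Viability was read as ATP-coupled CellTiter-Glo luminescence.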
HEK cytotox – HEK 293 cell cytotoxicity. HEK 293 viability, ATP luminescence (CellTiter-Glo), 48-72 h. Potency, µM (highest dose often 115 µM), for the others: at the highest dose activity change, negative = cytotoxicity, most hits filed as inhibitors. hit rate 6.6% among 94,000; also: potency is read from the fitted curve at half-maximal effect; nearly all actives have a fitted effect of over 60% in size
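Viability of HEK 293 cells, plated at 250 cells/well, was judged by cellular ATP after compound treatment for 48 or 72 hr. Luminescence was imaged 10 min after CellTiter-Glo addition at room temperature.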
HEK293 viab – cell viability loss counter-screen; Potency, µM (series often up to 57.1 µM), for inactives: at the top dose activity change, negative = cytotoxicity, hits mostly cytotoxic; hit rate 0.12% among 150,000; HEK-293-SNCA-luc viability, GF-AFC fluorescence, 24 h;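 also: potency is read from the fitted curve at half-maximal effect; 0% = DMSO-treated cells and -100% = medium-only wells without cells; nearly all actives have a fitted effect of over 30% in size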
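HEK-293-SNCA-luc cells (1500/well) plated 24 h, then exposed 24 h to a dilution series; GF-AFC added 30 min at 37C, fluorescence 405/540 nm; normalised to medium-only and DMSO wells, Hill fit.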
SNCA expr inh – SNCA gene expression inhibition | HEK-293 SNCA-luciferase knock-in, luminescence, 24 h | Potency, µM (titrated, usually from 57.2 µM), inactives show at the highest dose activity change, negative = inhibition, actives largely listed as inhibitors | hit rate 0.17% among 140,000;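 also: potency is read from the fitted curve at half-maximal effect; plate controls were DMSO cells for no effect and cell-free wells for full effect; nearly all actives have a fitted effect of over 45% in size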
GPT2 inh – inhibitors of human GPT2 alanine aminotransferase; Potency, µM (doses to about 57.7 µM), for inactives: top-dose activity change, negative = inhibition, most hits filed as inhibitors; hit rate 0.25% among 100,000; Recombinant GPT2, coupled pyruvate oxidase/HRP Amplex Red fluorescence; Q8TD30; also: potency is read from the fitted curve at half-maximal effect; nearly all actives have a fitted effect of over 60% in size; many of its hits are not listed in these tables
Target sequence (Q8TD30 whole entry, looked up): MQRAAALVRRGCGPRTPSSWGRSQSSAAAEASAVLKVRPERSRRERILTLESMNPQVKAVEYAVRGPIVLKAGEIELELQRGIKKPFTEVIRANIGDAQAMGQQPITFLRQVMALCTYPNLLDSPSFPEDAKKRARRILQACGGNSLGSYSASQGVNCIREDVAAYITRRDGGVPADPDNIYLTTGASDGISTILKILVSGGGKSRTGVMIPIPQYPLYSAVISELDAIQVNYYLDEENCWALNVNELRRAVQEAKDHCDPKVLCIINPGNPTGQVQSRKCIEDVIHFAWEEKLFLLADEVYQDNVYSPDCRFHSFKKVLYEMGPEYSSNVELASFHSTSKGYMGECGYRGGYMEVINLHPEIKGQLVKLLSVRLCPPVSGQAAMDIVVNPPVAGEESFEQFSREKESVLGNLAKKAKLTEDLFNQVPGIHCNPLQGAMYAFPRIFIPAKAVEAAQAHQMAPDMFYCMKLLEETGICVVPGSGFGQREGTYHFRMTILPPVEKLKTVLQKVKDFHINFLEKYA
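Inhibition is scored from Amplex Red fluorescence generated when pyruvate oxidase and HRP act on pyruvate released by GPT2. Reactions contain 10ng/uL enzyme, 250uM a-KG and 2mM L-alanine and run 30 min at room temperature.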
IP6K1 inh – inhibitors of human IP6K1. hit rate 0.81% among 140,000. activity change, % (series mostly up to about 58 µM). IP6K1 kinase, ADP-Glo luminescence, 2 h; active compounds read low. Q92551; in the data active = activity change below about -25%
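ADP-Glo luminescence measures ADP made by human IP6K1 during a 2 h RT reaction with ATP/IP6 (mix at 1.3 mM/130 uM); top library doses 57.5 and 19.1 uM final.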
Starred values were filed as active, the others as inactive; i = inactive; ? = inconclusive; · = not tested or not shown; & = joins results of further samples; [ ] = remark or other dose. Unless noted, calls follow the shape of the dose curve; as a rule, active = well fitted curve in the direction sought with a large enough effect; inconclusive = small, poorly fitted or top-dose-only effect, or another doubt; inactive = no such curve, though single readings can be large; an effect the other way counts as inactive or inconclusive. Unless noted, % is scaled to controls: 0 for no effect and ±100 for the full control effect. This is a subset; count on the stated rates, not on these rows.

SMILES	FLuc inh	NIH3T3 tox	HEK cytotox	HEK293 viab	SNCA expr inh	GPT2 inh	IP6K1 inh
COc1ccc(-c2cc(C(=O)N3CCOC(c4ccc(F)cc4)C3)[nH]n2)cc1 (stereo unspecified)	-11.1%	?	?	-19.1%	-4.4%	-7.5%	6.0
C=CCNC(=O)N[C@H]1C[C@@H](C(=O)N[C@H](Cc2ccccc2)C(N)=O)N(C(=O)CSC)C1	-8.8%	i	2.7%	0.5%	-4.9%	1.5%	19.5
C[C@H](O)c1onc(-c2ccccc2)c1C(=O)NC1CCCC1	2.1%[172 µM]	-7.0%[138 µM]	-9.3%[172 µM]	-1.8%[87.6 µM]	28.1%[87.6 µM]	i	-7.2
O=C(NC1CC(=O)N(c2ccccc2)C1)C1CCCCC1 (stereo unspecified)	·	·	·	12.7%	-8.6%	·	-1.3
O=C(CC1(O)C(=O)N(CCc2ccccc2)c2ccc(Br)cc21)c1ccc(F)cc1 (stereo unspecified)	·	·	·	?	?	·	-3.0
COc1ccc(OC)c(CCNC(=O)c2cnn(-c3ccccc3)c2C2CCN(C(=O)OC(C)(C)C)CC2)c1	·	·	·	?	?	·	0.2
O=C(c1cc2n(n1)CC(c1ccc(Cl)cc1)OC2)N1CCN(c2ccc(Cl)cc2)CC1 (stereo unspecified)	0.6%	?	31.6µM*	1.4%	-9.2%	-1.4%	9.3
Cc1ccc(C)c(-n2nc(-c3c(C)nc4scc(CC(=O)NC5CCCCC5)n4c3=O)cc2C)c1	-13.1%	39.8µM*	?	-8.2%	17.3%	-3.9%	-6.5
O=C(N1C[C@@H](CO)[C@H](c2ccncc2)C1)C1(c2ccccc2)CC1	-9.3%	-25.7%	?	4.4%	6.7%	-12.8%	-11.8
Cn1nc(C2CCNCC2)n(Cc2ccccc2)c1=O	4.4%	-21.9%	0.4%	2.9%	2.4%	i	-17.8
Cc1cc2cc(C(=O)N3CCN(c4nc5ccccc5s4)CC3)ccc2o1	3.7%	-4.2%	?	4.0%	9.4%	i	6.7
O=C1NCN(Cc2ccc(Cl)cc2)C12CCN(Cc1ccccn1)CC2	3.9%	-12.8%	-30.6%	10.3%	19.9%	i	14.1
Cc1nc([C@@H]2CN(C(=O)c3cscn3)C[C@H]2C(N)=O)n[nH]1	1.2%	1.7%	4.0%	5.3%	21.7%	4.8%	4.2
O=C(c1cnccn1)N1CCc2c(n(Cc3ccccc3)n(-c3ccccc3)c2=O)C1	-7.6%[172 µM]	?	-4.7%[172 µM]	3.9%[87.6 µM]	-12.7%[87.6 µM]	i	11.8
COc1ccccc1CNC(=O)C1CN(C2CCCCC2)C(=O)N1 (stereo unspecified)	·	-23.8%[138 µM]	-9.8%[172 µM]	7.7%[12.5 µM]	5.6%[87.6 µM]	i	-4.9
CCCN(CCC)CCNC(=O)C1CCCN(S(=O)(=O)c2cccc3nsnc23)C1 (stereo unspecified)	·	·	·	2.1%	55.1%[activator]	·	-3.9
O=C(Cn1c(=O)n(Cc2ccco2)c(=O)c2oc3ccccc3c21)Nc1ccc(F)c(Cl)c1	·	·	·	-15.0%	-4.4%	·	5.1
CN1CC(=O)N(c2ccc(Cl)cc2)Cc2c1ncnc2N1CCC(O)CC1	-11.1%	?	i	-1.0%	33.3%[activator]	-0.9%	-10.4
COCCC1(NS(C)(=O)=O)CCN(C(=O)c2ccc(OC)nc2OC)CC1	-3.5%	i	i	0.2%	-11.4%	i	-4.3
COc1cccc(N2C(=O)C(CC(=O)Nc3ccccc3)N(CCc3sccc3C)C2=O)c1 (stereo unspecified)	·	·	·	-10.7%	-12.6%	·	-7.8
Cc1ccc(CN2CC(Oc3ccc(-c4noc(-c5cccnc5)n4)cc3)C2)o1	0.0%	?	?	9.0%	118.5%[activator]	i	-7.1
COCC(=O)N[C@@H]1CN(CC2CC2)CC[C@@H]1c1nc(C)no1	7.7%	i	7.7%	5.6%	-3.2%	-0.1%	38.4
CCn1cc(C(=O)N2CCN(c3cccc(C)c3)C(C)C2)c(=O)c2cc(S(=O)(=O)N3CCOCC3)ccc21 (stereo unspecified)	·	·	·	8.1%	6.7%	·	-6.7
COCC1(CNCc2ccc(OC)cc2)C[C@@H](O)[C@@H](O)C1 (stereo partly specified)	6.4%[172 µM]	i	1.8%[172 µM]	6.6%[87.6 µM]	-6.5%[87.6 µM]	-9.9%[88.5 µM]	8.1
CCNC(=O)N(C1CC1)C1CCOC2(CCN(C(=O)c3ccn(CC)n3)CC2)C1 (stereo unspecified)	4.5%	2.1%	i	11.3%	18.7%	i	-11.7
CCCCCC(=O)N1C[C@@H](C(N)=O)[C@@H]2Oc3ccc(Cl)cc3[C@@H]21	·	-29.6%	?	·	·	·	21.0
COCCN(Cc1ccccn1)Cc1cc(=O)c2cc(C)cc(C)c2[nH]1	7.0%	-29.6%	-19.6%	-4.2%	1.7%	?	-3.2
COc1ccc(OC)c(NS(=O)(=O)c2ccc3c(c2)CCCN3C(=O)C2CCC2)c1	·	·	·	10.6%	-13.9%	·	19.1
O=C(c1ccncc1)N1CCC(C2CCN(Cc3ccccn3)C2)CC1 (stereo unspecified)	8.5%	i	1.7%	-8.8%	0.5%	i	3.7
COCC(=O)N[C@@H]1CN(C(=O)c2cc3ccccc3[nH]2)CC[C@@H]1CO	-20.3%	-1.3%	4.8%	4.3%[12.5 µM]	?	-7.0%	9.3
CO[C@H]1C[C@@H]2CC[C@@H](C)[C@@](O)(O2)C(=O)C(=O)N2CCCC[C@@H]2C(=O)O[C@H]([C@H](C)C[C@@H]2CC[C@H](OC(=O)C(C)(CO)CO)[C@H](OC)C2)CC(=O)[C@H](C)C=C(C)[C@@H](O)[C@@H](OC)C(=O)[C@H](C)C[C@H](C)C=CC=CC=C1C	·	·	·	?	38.4%[activator]	-14.8%	·
O=C(Nc1ccc(F)cc1)c1ccc(-n2cnc3cccnc32)cc1	·	·	·	10.4%	-15.3%	·	9.5
CC(C)CCC1=NC2(CCN(C(=O)CCN3CCCCC3=O)CC2)C(=O)N1	-1.0%	-11.7%	-14.4%	-2.7%	-6.3%	-7.6%[11.5 µM]	-34.6*
OC[C@@H]1O[C@H](CNC2CCOCC2)[C@H](N2CCOCC2)[C@@H]1O	11.1%[172 µM]	i	4.4%[172 µM]	3.0%[87.6 µM]	-17.9%[87.6 µM]	-10.0%[88.5 µM]	-9.2
CCC(CC)c1nn2c(=O)cc(COc3ccc(NC(=O)c4ccccc4Cl)cc3)nc2s1	·	·	·	-1.4%	-34.2%	·	2.4
Cc1cccc(NC(=O)N2CCc3c(C(=O)NC(C)(C)C)cccc32)c1	7.08µM*	-13.5%	?	-23.4%	38.6%[activator]	-13.2%	-1.9
O=C(OCc1cc(=O)n2nc(C3CC3)sc2n1)c1cccc(NC(=O)c2ccccc2Cl)c1	·	·	·	4.9%	-2.9%	·	26.6
CC(=O)Nc1cccc(C(=O)N2CCC3(CC2)N=C(c2ccc(C)cc2)NO3)c1	?	-6.8%	-2.8%	-0.6%	47.9%[activator]	-2.8%	-7.0
Cc1ccc(CN2C(=O)[C@@H]3C[C@@H](O)CN3C3(CN(Cc4ccc(Cl)cc4)C3)C2=O)o1	7.5%[172 µM]	?	?	-0.3%[87.6 µM]	-29.7%[87.6 µM]	-5.3%[88.5 µM]	3.0
O=C(CCn1ccc(=O)[nH]c1=O)N1CC[C@@H](c2ccc3c(c2)OCO3)[C@H](O)C1	3.6%	-10.0%	-8.8%	9.5%	6.8%	-29.2%	4.8
O=C(Nc1ccc2oc(-c3cccc4c(Br)cccc34)nc2c1)c1ccc(F)cc1	·	·	·	6.3%	36.6%[activator]	·	-0.3
Cc1ccc(CNC(=O)C(NS(=O)(=O)c2cccs2)C(C)C)cc1 (stereo unspecified)	·	·	·	-2.3%	-6.9%	·	8.7
Cc1cccc(CNC(=O)c2ccc(C)c(-n3c(C)nc4cccnc43)c2)c1	·	·	·	-9.8%	5.3%	·	11.4
O=[S+]1([O-])NCC2(CCCN(Cc3cccc(C(F)(F)F)c3)C2)Oc2ncccc21 (stereo unspecified)	·	-27.5%	?	-2.9%	-16.3%	0.8%	-1.6
Cc1ccc(N2C(=O)CS(=O)(=O)C23C(=O)N(Cc2ccccc2C)c2ccccc23)cc1Cl (stereo unspecified)	·	·	·	-0.1%	-1.0%	·	3.7
COc1ccc(OC)c(NC(=O)CCNS(=O)(=O)c2cccc3nsnc23)c1	·	·	·	10.0%	15.3%	·	2.8
CCOC(=O)C1CCN(C(=O)c2cn3cc(-c4cccc(C(F)(F)F)c4)sc3n2)CC1	·	-30.2%	i	11.1%	-22.4%	i	14.3
COc1ccc2nc(CO[C@H]3CN(Cc4ccc(S(C)(=O)=O)cc4)C[C@H]3F)[nH]c2c1	-22.1%[172 µM]	?	?	?	26.7%[87.6 µM]	4.0%[88.5 µM]	8.2

Of the compounds above, these contain a thiophene ring, fused or not.
SMILES	FLuc inh	NIH3T3 tox	HEK cytotox	HEK293 viab	SNCA expr inh	GPT2 inh	IP6K1 inh
COc1cccc(N2C(=O)C(CC(=O)Nc3ccccc3)N(CCc3sccc3C)C2=O)c1 (stereo unspecified)	·	·	·	-10.7%	-12.6%	·	-7.8
Cc1ccc(CNC(=O)C(NS(=O)(=O)c2cccs2)C(C)C)cc1 (stereo unspecified)	·	·	·	-2.3%	-6.9%	·	8.7

Other results:
SMILES	FLuc inh	NIH3T3 tox	HEK cytotox	HEK293 viab	SNCA expr inh	GPT2 inh	IP6K1 inh
CCc1ccc(NC(=O)Cn2c(=O)c(-c3noc(CC)n3)c3n(c2=O)CCCCC3)cc1	-4.9%	-21.8%	-3.5%	2.8%	-4.8%	-5.7%	6.3
O=C(NCc1ccncc1)c1ccc2c(c1)CC(=O)N2Cc1ccc(F)cc1	-0.4%	-11.2%	-17.5%	7.4%	-6.2%	i	9.4
CN[C@@H](C)C(=O)N[C@H]1CN(C(=O)CC(C)C)CC[C@H]2CC[C@@H](C(=O)NC(c3ccccc3)c3ccccc3)N2C1=O	·	·	·	-39.9%&4.6%	-16.1%	-1.2%	22.5
Cc1cnc(C2CC2)n1C1CCN(S(=O)(=O)c2ccc(C#N)cc2)CC1	-5.9%	-22.6%	?	11.7%	-15.0%	-0.5%	-1.5
Cc1ccc(C(=O)N2C(C(=O)NCC3CCCO3)COC23CCN(C(=O)CC(C)(C)C)CC3)cc1 (stereo unspecified)	-11.1%	-10.2%	-13.4%	-5.5%	3.8%	-1.1%	-0.8
COc1ccc(-c2ccc(C(=O)NCc3ccc(F)cc3)c(Cl)c2)nn1	·	?	?	·	·	·	0.8

Source: PubChem
